# Screening results deposited in PubChem by several laboratories.
# K1F lysis inhibition: inhibition of K1F phage lysis, E. coli UTI89, bacterial capsule biogenesis inhibitors, alamar blue (AID 488966) | E. coli UTI89 K1F phage lysis, alamar blue, 2 h; higher % means a stronger effect | one-dose inhibition, % at 100 µM; IC50 in µM for titrated hits | actives 0.02% (n = 340,000);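 active = phage lysis inhibition, versus mean bacterial control, above a set limit; inconclusive = no clear call, values can overlap the other calls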;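 also: capsule biogenesis inhibitors block K1F phage lysis so surviving cells raise fluorescence; higher fluorescence means more inhibition of phage lysis; actives were called in the ten point dose series up to 300 µM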
# Yfh1-depleted yeast: enhancers of respiration in Yfh1-depleted yeast, dose response, Friedreich's ataxia, plus single-dose screen (AID 1465); actives 0.074% (n = 220,000); S. cerevisiae Yfh1-off respiration, WST-1 reduction, 72 h; higher fold induction means a stronger effect; one-dose fold induction at 50 µM; EC50 in µM for titrated hits;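 active = fold induction of absorbance versus untreated yeast above a set limit, then at least 30% activation at any dose in follow-up; inconclusive = repeats straddling the limit, or above it without dose testing; inactive = fold induction below the set limit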;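 also: activators that raise dye reduction in frataxin-depleted yeast; strong numbers were not always called active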
# WT yeast gro inh: growth inhibition of WT strain, primary screen, mitochondrial fusion inhibitor project, WT and mutant strains, chemical genetic; AID 1362, 2008; actives 2.1% (n = 190,000); mitochondrial fusion phenotypic screen; inhibition, % at 10 µM; in the data active = inhibition above about 58%; tested in S. cerevisiae
# Large T inhibition: SV40 large T antigen inhibitors, biochemical (AID 1903) | SV40 large T antigen ATPase/helicase inhibition assay; higher % means a stronger effect | inhibition, % at 20 µM, or IC50 in µM where a hit was titrated | actives 0.39% (n = 310,000); in the data active = a potency from the dose series; inconclusive = inhibition mostly from about 32% at the one dose, without a potency; inactive = the rest, 99 in 100 with inhibition below about 32%; also: strong numbers were not always called active
# ER stress rescue: rescue of cells from ER stress-induced death, primary screen, 384-well, CSM14.1, thapsigargin, ATP luminescence (AID 1222) | CSM14.1 thapsigargin-induced death rescue, ATP luminescence; higher % means a stronger effect | cellular ATP content (survival), % at 20 µM; hits with a dose series show EC50 in µM | 190,000 tested, under 10 active;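 active = EC50 below 50 µM in the dose-response confirmation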;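 also: death triggered by thapsigargin at about 15 µM added after 2 h compound pretreatment; cell ATP read after overnight thapsigargin exposure of roughly 18 to 22 hours; normalized against plate controls of thapsigargin alone and 5% DMSO vehicle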
# Dengue-2 NS5 capping: Dengue-2 NS5 methyltransferase inhibitors, primary screen, biochemical, confirmation dose response (AID 588689); inhibition, % at 25 µM, or IC50 in µM where a hit was titrated; Dengue-2 NS5 methyltransferase capping enzyme assay, biochemical; higher % means a stronger effect; Genome polyprotein (Dengue virus type 2 (strain 16681-PDK53)); actives 0.3% (n = 340,000); in the data active = a potency from the dose series; inconclusive = inhibition above about 29% without an active follow-up result
# XIAP antagonists: XIAP antagonists, biochemical, IAP family, fluorescence polarization (AID 1018). displacement, % at 20 µM, or IC50 in µM where a hit was titrated. XIAP BIR domain, fluorescence polarization peptide displacement; higher % means a stronger effect. actives 0.007% (n = 200,000); in the data active = displacement above about 50%; also: a part of the inactive calls stands beside numbers as strong as those of hits
# RSV CPE inhibition: RSV antiviral activity via CPE protection, HEp-2 cells, primary 10 µM value included (AID 2391); actives 0.13% (n = 310,000); HEp-2 cells, RSV-induced CPE inhibition; higher % means a stronger effect; CPE inhibition, % at 10 µM; hits with a dose series show IC50 in µM; in the data active = a potency from the dose series; inconclusive = CPE inhibition mostly from about 23% at the one dose, without a potency; inactive = the rest, 99 in 100 with CPE inhibition below about 21%; also: strong numbers were not always called active
# West Nile virus CPE: West Nile virus antiviral activity, cell-based, CPE readout (AID 1621); West Nile virus-infected cells, CPE inhibition; higher % means a stronger effect; CPE inhibition, % at 10 µM; hits with a dose series show IC50 in µM; actives 0.02% (n = 290,000); in the data active = a potency from the dose series; inconclusive = CPE inhibition mostly from about 3.7% at the one dose, without a potency; inactive = the rest, 99 in 100 with CPE inhibition below about 2.2%; also: strong numbers were not always called active
# WT yeast gro inh mutant strain: second read-out of WT yeast gro inh, no call of its own (marks repeat the call); inhibition, %; mitochondrial fusion phenotypic screen, mutant strain inhibition
# Dengue-2 NS5 capping pilot replicate: also measured in Dengue-2 NS5 capping; calls as there; inhibition, %; measured here: pilot screen replicate inhibition
# * = called active by the depositor; i = inactive; ? = inconclusive; · = not tested or not shown; [ ] = another dose, or the depositor's remark.
SMILES,K1F lysis inhibition,Yfh1-depleted yeast,WT yeast gro inh,WT yeast gro inh mutant strain,Large T inhibition,ER stress rescue,Dengue-2 NS5 capping,XIAP antagonists,RSV CPE inhibition,West Nile virus CPE,others
COC(=O)N/N=C(\C)c1ccccc1OC(F)F,1.3%[50 µM],i,-5,-16,13%,-2.1%,-7%,-3.0%,0.2%,0.0%,
CCOc1cc(C(=S)N2CCOCC2)ccc1OC(=O)c1ccccc1,0.6%,·,·,·,4%,·,-8%,·,4.3%,-0.8%,
COc1cc(/C=N/NC(=O)C(=O)NCc2ccco2)cc(Br)c1O,0.0%,i,·,·,29%,·,-5%,·,4.6%,0.1%,
Cc1ccn2c(=O)c(NC(=O)c3cccc4ccccc34)c(C)nc2c1,1.9%[50 µM],·,·,·,4%,·,-1%,·,-1.2%,·,
CN1CCN(S(=O)(=O)c2ccc(NC(=O)COc3ccccc3Cl)cc2)CC1,0.3%,i,2,4,26%,1.2%,·,-6.7%,2.8%,-1.1%,
COc1ccc(OC)c(-c2csc(N(C)C(=O)Cc3ccccc3)n2)c1,0.8%,i,11,3,10%,-9.1%,-1%,-2.1%,6.1%,-0.2%,
Cc1ccc(NC(=O)COC(=O)Cn2cnc3ccccc32)cc1S(=O)(=O)N(C)C,3.1%[50 µM],i,2,-15,17%,0.6%,-1%,-6.3%,1.1%,0.4%,
COC(=O)c1cc(Br)c(=O)n(CCc2ccc(F)cc2)c1,0.1%,i,-7,-14,-1%,-0.2%,3%,-5.4%,-0.1%,0.1%,
O=S(=O)(c1ccccc1)c1nc(-c2ccccc2)oc1N1CCCC1,0.1%,i,6,3,21%,0.1%,-3%,-3.7%,1.6%,-0.1%,
COc1ccccc1NS(=O)(=O)c1ccc2oc(SC3CCOC3=O)nc2c1 (stereo not drawn),-0.1%,i,-8,-5,11%,5.2%,-8%,-6.7%,0.3%,-0.2%,
Cc1cc(C)c(NC(=O)C2CCCN2CCO)c(C)c1 (stereo not drawn),-0.4%,i,20,24,4%,·,-6%,-8.3%,2.3%,-0.7%,
CN(C)c1ccc(C(CNC(=O)c2ccc(-c3ccccc3)cc2)N2CCOCC2)cc1 (stereo not drawn),-1.5%,·,·,·,19%,·,-4%,·,1.0%,·,
CCOc1ccc(CCNC(=O)COC(=O)c2cccnc2Cl)cc1OCC,1.0%[50 µM],·,·,·,4%,·,-2%,·,-1.5%,·,
CCOC(=O)N1CCC(NS(=O)(=O)c2ccccc2)CC1,-0.2%,i,·,·,-3%,·,-2%,·,1.1%,-1.1%,
O=C(Nc1nc(-c2cccc([N+](=O)[O-])c2)cs1)c1cccc([N+](=O)[O-])c1C(=O)O,0.3%,i,3,-10,19%,3.8%,10%,-5.6%,1.3%,1.4%,
CCCc1nnc(NC(=O)c2ccc(N3C(=O)C4C5C=CC(C5)C4C3=O)cc2)s1 (stereo not drawn),0.5%,i,-5,-8,10%,-0.7%,-7%,2.0%,1.4%,-0.4%,
COc1ccc(C)cc1NC(=O)CSc1ccc(-c2cccnc2)nn1,0.5%,i,5,-1,10%,1.6%,-4%,-6.0%,2.6%,-0.4%,
O=C(CSc1ccc(-c2ccco2)nn1)NCc1ccc2c(c1)OCO2,0.6%,i,1,4,7%,-1.8%,0%,-11%,0.9%,-0.6%,
COc1ccc(N2CCCC2)c(NC(=O)c2ccc(Br)o2)c1,-0.8%,·,·,·,7%,·,4%,·,2.8%,-0.6%,
CCCc1cnc(N2CCN(S(=O)(=O)c3cccs3)CC2)nc1,·,i,·,·,3%,·,·,·,1.6%,-0.5%,
CC(C)(C)NC(=O)C(c1cccnc1)N(C(=O)c1csnn1)c1ccccc1 (stereo not drawn),0.0%,i,0,-10,23%,-0.3%,-5%,-4.7%,1.6%,0.0%,
Cc1cc2n(n1)SC(Nc1ccccc1)N2 (stereo not drawn),0.0%,i,6,-2,9%,-0.9%,-4%,2.7%,·,0.0%,
Fc1ccc(COc2ccccc2C(=S)N2CCCC2)cc1,2.1%[50 µM],i,27,20,4%,-1.1%,-3%,-6.2%,1.4%,-1.6%,
Cc1ccc2nc(SCC(=O)Nc3cccc(S(N)(=O)=O)c3)[nH]c2c1,0.0%,i,·,·,7%,·,-2%,·,2.4%,1.4%,
O=C(CN1CCN(Cc2ccccc2)CC1)Nc1ccc(Cl)cn1,0.0%,i,31,18,16%,·,0%,-3.1%,-1.3%,-0.7%,
CCOC(=O)c1cnn(-c2nc(OCC)cc(OCC)n2)c1C,2.3%[50 µM],i,9,17,4%,-0.3%,-3%,-3.6%,-0.2%,0.8%,
CCC(C)NC(=O)Cn1cnc2sc(C)cc2c1=O (stereo not drawn),-0.3%,i,-13,-12,-2%,-1.1%,-9%,-4.6%,1.0%,0.2%,
Cc1ccc(CSc2nc3ccsc3c(=O)n2Cc2ccccn2)cc1,0.3%,i,59*,18*,3%,1.4%,1%,-74%,21%,-1.4%,
COc1ccc(Nc2ncnc3ccc(C)cc23)cc1,-0.2%,·,·,·,5%,·,5%,·,3.8%,0.1%,Dengue-2 NS5 capping pilot replicate=-2.7
COCCCN1C(=O)c2ccc(C(=O)Nc3ccc(C)cc3C)cc2C1=O,0.0%,·,·,·,7%,·,-3%,·,0.8%,0.1%,
CCOC(=O)/C(=C/c1c2ccccc2cc2ccccc12)NC(=O)c1ccccc1,3.2%,i,60*,45*,-3%,0.6%,-2%,-5.0%,11%,-0.6%,
CCC1Oc2ccc(C)cc2N(CC(=O)N(Cc2ccc(C)o2)C2CCCC2)C1=O (stereo not drawn),-0.1%,·,65*,2.3*,-10%,-2.0%,-14%,-4.2%,?,·,
Cc1ccc(C)c(OCCN2C(=O)NC3(CCc4ccccc4C3)C2=O)c1 (stereo not drawn),0.1%,i,34,-6,2%,-2.4%,-1%,-33%,5.5%,-0.4%,
C/C(N)=C(/C#N)C(=O)COC(=O)c1cc(S(=O)(=O)N2CCCCC2)ccc1C,-0.1%,·,95*,-3.7*,12%,-1.8%,-6%,-0.6%,15%,·,
Cc1cc(C)nc(NC(=O)c2ccccc2O)n1,0.3%,·,·,·,2%,·,-9%,·,0.1%,-0.7%,
NC1=NC(=O)CC(C(=O)NCCc2ccccc2)S1 (stereo not drawn),2.2%,i,1,-3,14%,-0.1%,6%,-4.6%,3.6%,-0.1%,
CCC(C(=O)Nc1nnc(-c2ccco2)s1)c1ccccc1 (stereo not drawn),0.5%,i,8,-2,17%,0.6%,·,-3.4%,2.4%,-0.6%,
O=C(NCC(c1cccnc1)N1CCN(c2ccc(F)cc2)CC1)c1ccc2c(c1)OCO2 (stereo not drawn),-0.1%,i,8,9,5%,2.2%,6%,-6.5%,-1.1%,-0.6%,
COc1cc2nc(=S)n3[nH]c(CCn4c(C)nc5ccccc54)nc3c2cc1OC,6.7%,i,-4,-7,?,1.7%,-3%,1.8%,3.1%,0.5%,
Cn1cccc1/C=N/NC(=O)Cc1cccs1,·,i,·,·,8%,·,·,·,-1.4%,0.1%,

# Three compounds drawn at random from those above:
SMILES,K1F lysis inhibition,Yfh1-depleted yeast,WT yeast gro inh,WT yeast gro inh mutant strain,Large T inhibition,ER stress rescue,Dengue-2 NS5 capping,XIAP antagonists,RSV CPE inhibition,West Nile virus CPE,others
CCC(C(=O)Nc1nnc(-c2ccco2)s1)c1ccccc1 (stereo not drawn),0.5%,i,8,-2,17%,0.6%,·,-3.4%,2.4%,-0.6%,
CCOC(=O)c1cnn(-c2nc(OCC)cc(OCC)n2)c1C,2.3%[50 µM],i,9,17,4%,-0.3%,-3%,-3.6%,-0.2%,0.8%,
CCC1Oc2ccc(C)cc2N(CC(=O)N(Cc2ccc(C)o2)C2CCCC2)C1=O (stereo not drawn),-0.1%,·,65*,2.3*,-10%,-2.0%,-14%,-4.2%,?,·,

# Carrying on.
SMILES,K1F lysis inhibition,Yfh1-depleted yeast,WT yeast gro inh,WT yeast gro inh mutant strain,Large T inhibition,ER stress rescue,Dengue-2 NS5 capping,XIAP antagonists,RSV CPE inhibition,West Nile virus CPE,others
CCN(CC)S(=O)(=O)c1ccc(C)c(NC(=O)COc2ccc(Br)cc2Cl)c1,1.2%[50 µM],i,18,-2,-12%,0.5%,-2%,-8.2%,3.9%,-0.2%,
O=[N+]([O-])c1ccc(N=NNc2ccccc2)cc1,0.1%,i,33,23,8%,-0.8%,10%,-3.5%,20%,-1.3%,
COc1ccc(C2C(C(=O)OC3CCCCC3)=C(C)Nc3nnnn32)c(OC)c1OC (stereo not drawn),1.8%[50 µM],i,8,-23,-3%,-3.9%,5%,-5.1%,7.9%,-1.4%,
Cc1ccc(C)c(S(=O)(=O)N2CCN(C(=O)CCNS(=O)(=O)c3ccc(C)c(C)c3)CC2)c1,0.4%,·,·,·,6%,·,-4%,·,-0.8%,·,
Cc1ccccc1-c1nc(CS(=O)(=O)CC(=O)N2CCN(C)CC2)c(C)o1,0.0%,·,·,·,12%,·,-6%,·,0.0%,-0.2%,
CCOC(=O)c1c(C)nc(-c2ccccc2)nc1NC(=O)CC,0.7%,i,19,10,13%,-1.2%,0%,-6.5%,1.5%,-0.1%,
Cc1ccc(SCC(=O)N2CCCC2)cc1,0.5%,i,-25,-13,4%,0.0%,3%,-1.5%,0.2%,0.3%,
O=[N+]([O-])c1cc2c(cc1/C=N/NS(=O)(=O)c1ccc(Br)cc1)OCO2,·,i,-21,-6,8%,-0.7%,·,-5.7%,-1.7%,0.5%,
O=C(NCCc1cccc(Cl)c1)c1cccs1,0.5%,i,10,9,5%,-0.5%,-2%,-3.3%,7.2%,-1.0%,
Cc1cc(NC(=O)CSc2ccc3nnc(-c4cccc(F)c4)n3n2)no1,-1.5%,i,-11,-1,-1%,-0.5%,-5%,-6.4%,2.1%,0.2%,
O=C1CC(c2ccc(S(=O)(=O)NC3CC3)cc2)CN1 (stereo not drawn),3.7%,i,11,7,7%,-1.2%,5%,0.8%,1.5%,-0.1%,
Cc1ccc(NC(=O)C2CCN(c3cnccn3)CC2)cc1C,-0.1%,i,-23,-11,13%,-0.9%,2%,12%,-0.8%,-0.1%,
O=C(COc1ccc([N+](=O)[O-])cc1)N(Cc1cccs1)C1CCS(=O)(=O)C1 (stereo not drawn),0.3%,·,·,·,11%,·,1%,·,3.0%,-0.3%,
Cc1ccccc1C(=O)N1CC(=O)Nc2ccc(F)cc2C1c1ccccc1 (stereo not drawn),0.1%,·,·,·,5%,·,-9%,·,3.6%,-0.1%,
Nc1nnc(COc2cccc(C(F)(F)F)c2)s1,-0.7%[50 µM],i,15,-3,-3%,-0.6%,3%,-4.7%,1.0%,-0.4%,
CCOC(=O)c1ccc(NS(=O)(=O)c2cc3c4c(c2)CCN4C(=O)CC3)cc1,1.0%[50 µM],·,·,·,10%,·,-7%,·,13%,·,
